# Mito fusion yeast: mitochondrial division inhibition or fusion activation. S. cerevisiae fusion-defective mutant growth rescue, CellTiterGlo 48 h. Potency, µM (series often up to 46.1 µM), for the others: at the top dose growth rescue (activation), actives largely listed as activators. hit rate 0.23% among 320,000. AID 485298;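 note: potency is the fitted concentration of half-maximal effect; % of control where 0% means no effect; nearly all actives have a fitted effect of over 45% in size; temperature-sensitive fusion mutants such as fzo1-1 at 37 °C on non-fermentable ethanol glycerol medium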
#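 Luminescent cell viability in 1536-well qHTS format served as the measure of rescued growth in ts fusion-mutant S. cerevisiae cultured on non-fermentable YPEG for 48 hours at 37C.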
# Integrin act MD: activators of alpha7 integrin expression for muscular dystrophy; alpha7betagal myoblasts, beta-gal FDG fluorescence, 48 h; Potency, µM (series often up to 38.3 µM), without a hit: top-dose activation, hits mostly activators; hit rate 0.064% among 350,000; AID 624291;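 note: potency is the fitted concentration of half-maximal effect; 100% = response of the positive control SU9516; nearly all actives have a fitted effect of over 60% in size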
#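 alpha7betagal+/- myoblasts (passage 13, 250/well) treated 48 h at 37C with compounds at 1:260 dilution of DMSO stock. Lysed, then beta-galactosidase activity read as FDG fluorescence (ex 480/em 540) after 30 min, with pre-read for autofluorescence.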
# AT treatment: potential ataxia-telangiectasia treatments restoring KAP-1 phosphorylation. […] A-T fibroblasts, KAP-1 phosphorylation AlphaLISA; neocarzinostatin DNA damage 30 min before lysis. hit rate 0.19% among 320,000. Potency, µM (highest dose often 57.5 µM), without a hit: at the highest dose activation, hits mostly activators; note: potency is the fitted concentration of half-maximal effect; % of control where 0% means no effect; nearly all actives have a fitted effect of over 45% in size
#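 hTERT-immortalized A-T patient fibroblasts ([…]), 500 cells/well in OPTI-MEM, 1% FBS, got compounds for 60 min, then NCS for 30 min at 37C. Lysates were then assayed for phospho-KAP-1 by AlphaLISA (anti-pKAP1 donor, anti-KAP1 acceptor beads), 6 hr at 25C.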
# ELG1 DNA repair: ELG1-dependent DNA repair inhibition. HEK293T ELG1-luciferase reporter, luminescence, 16 h; DNA damage induced by 5-fluorouridine. Potency, µM (doses to about 46.1 µM), inactives show at the top dose activity change, negative = inhibition, actives largely listed as inhibitors. hit rate 2.3% among 330,000. AID 504467; note: potency is the fitted concentration of half-maximal effect; % is set by controls: 0 for no effect and ±100 for the full control effect; nearly all actives have a fitted effect of over 55% in size
#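 Cells (2,000 per well) received 5-fluorouridine plus test compound or DMSO and were incubated 16 hr at 37 °C, 5% CO2. Luciferase activity was read by luminescence 30 min after ONE-Glo addition; signal suppression marked inhibition of damage-induced ELG1 function.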
# ASM inhibitor: human S-ASM enzyme inhibition. P17405. placental ASM, HMU-PC fluorogenic substrate, 60 min. Potency, µM (series often up to 57.5 µM), inactives show top-dose activity change, negative = inhibition, usual class: inhibitors. hit rate 0.006% among 340,000. AID 504937; note: potency is the fitted concentration of half-maximal effect
# Target sequence (P17405 47-631 limits assumed): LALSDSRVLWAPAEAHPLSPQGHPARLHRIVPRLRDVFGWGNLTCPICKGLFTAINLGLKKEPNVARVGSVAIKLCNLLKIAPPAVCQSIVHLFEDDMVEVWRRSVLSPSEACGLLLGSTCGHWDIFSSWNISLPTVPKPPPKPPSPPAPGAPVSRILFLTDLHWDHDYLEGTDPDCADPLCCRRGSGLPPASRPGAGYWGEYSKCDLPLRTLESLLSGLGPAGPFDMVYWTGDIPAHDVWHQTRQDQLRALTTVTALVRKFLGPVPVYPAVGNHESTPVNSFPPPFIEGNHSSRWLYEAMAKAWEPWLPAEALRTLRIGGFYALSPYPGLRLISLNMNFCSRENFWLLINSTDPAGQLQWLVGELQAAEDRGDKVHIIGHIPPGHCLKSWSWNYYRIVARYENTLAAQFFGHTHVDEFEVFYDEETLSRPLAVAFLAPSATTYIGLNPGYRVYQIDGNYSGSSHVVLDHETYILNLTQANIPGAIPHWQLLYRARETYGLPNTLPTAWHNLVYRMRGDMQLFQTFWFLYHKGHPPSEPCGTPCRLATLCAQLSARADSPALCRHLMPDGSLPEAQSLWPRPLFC
#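 qHTS format. ASM enzyme prepared from human placenta hydrolyses the fluorogenic substrate HMU-PC0 (9 uM final) over 60 min at 37 °C after a 10 min compound preincubation.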
# Chronic BCR inh: blocks chronic active B-cell receptor signaling | ABC-DLBCL IkBa-CBG/CBR reporter, luminescence ratio, 4 h | Potency, µM (highest dose often 46.1 µM), inactives show top-dose ratio change, negative = lower green/red ratio, hits mostly inhibitors | hit rate 0.05% among 340,000 | AID 493014; active = well fitted inhibition curve with a large enough effect in the signal ratio, with a control signal flat, not every such curve was filed as active; inconclusive = small, poorly fitted or top-dose-only effect, or effect the other way, or a change in a side signal; the % refers to the signal ratio;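 note: potency is the fitted concentration of half-maximal effect; plate controls were basal doxycycline-induced cells for no effect and cells given 10 µM MG132 for full effect; MG132 reads +100%, hits lower the ratio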
#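 Doxycycline induced both beetle luciferases in TMD8 lymphoma cells; IKK-driven degradation limits the IkappaBalpha-fused green signal, while red luminescence normalises for cell number and nonspecific effects. Compounds tested up to 46 uM, 4 hrs.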
# TCR activator: activators of T cell receptors. Potency, µM (top dose mostly 9.22 µM), for the others: at the highest dose activation of IL-2 secretion, usual class: activators. primary human leukocytes, anti-CD3, IL-2 HTRF, 48 h. 330,000 tested, under 10 active. AID 504894; note: % of control where 0% means no effect
#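 IL-2 produced over 48 hr by a-CD3 bead-stimulated primary human leukocytes exposed to compounds was detected with a homogeneous time-resolved FRET immunoassay, 665nm acceptor signal after 320nm excitation.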
# TSHR antag: blocks TSH signaling through the human TSH receptor; P16473; TSHR-expressing cells, TSH-stimulated cAMP HTRF, 2 h; active compounds read low; activity change, negative = inhibition, % at 11.5 µM; hit rate 0.2% among 330,000; AID 504810;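 active = activity change below a set negative limit, meaning inhibition stronger than a set level, cut at about -70% in these data; inconclusive = activity change between two set negative limits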; note: % is set by controls: 0 for no effect and ±100 for the full control effect
#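 TSHR-expressing cells, 200/well, pre-treated with compound, then stimulated with EC80 TSH (4nM final) for 2 hours at 37 deg C. cAMP measured by competitive HTRF: anti-cAMP cryptate antibody in lysis buffer plus cAMP-d2, read after 30 minutes at room temperature.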
# Eya2 inh: Eya2 (human) phosphatase inhibition | recombinant Eya2, OMFP fluorescence dephosphorylation (OMFP is methylfluorescein phosphate) | O00167 | hit rate 0.006% among 330,000 | AID 488837 | Potency, µM (doses to about 76.9 µM), for inactives: at the highest dose activity, negative = inhibition, actives largely listed as inhibitors; note: potency is the fitted concentration of half-maximal effect; % is set by controls: 0 for no effect and ±100 for the full control effect
#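 Eya2 protein (added as 0.2 uM solution) was preincubated with compound for 10 min at ambient temperature in 50 mM HEPES pH 7.5, 50 mM NaCl, 5 uM MgCl2, 0.05% BSA, 1 mM DTT. OMFP (added at 50 uM) then reacted 10 min; fluorescence read at 485/525 nm.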
# Tb PFK inh: blocks T. brucei phosphofructokinase; Potency, µM (series often up to 57.5 µM), inactives show at the highest dose activity, negative = inhibition, actives largely listed as inhibitors; hit rate 0.17% among 330,000; O15648; T. brucei PFK, ADP-Glo luminescence;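 note: potency is the fitted concentration of half-maximal effect; 0% = uninhibited 1x PFK enzyme wells and -100% = no-enzyme wells; nearly all actives have a fitted effect of over 60% in size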
# Target sequence (O15648 whole entry, looked up): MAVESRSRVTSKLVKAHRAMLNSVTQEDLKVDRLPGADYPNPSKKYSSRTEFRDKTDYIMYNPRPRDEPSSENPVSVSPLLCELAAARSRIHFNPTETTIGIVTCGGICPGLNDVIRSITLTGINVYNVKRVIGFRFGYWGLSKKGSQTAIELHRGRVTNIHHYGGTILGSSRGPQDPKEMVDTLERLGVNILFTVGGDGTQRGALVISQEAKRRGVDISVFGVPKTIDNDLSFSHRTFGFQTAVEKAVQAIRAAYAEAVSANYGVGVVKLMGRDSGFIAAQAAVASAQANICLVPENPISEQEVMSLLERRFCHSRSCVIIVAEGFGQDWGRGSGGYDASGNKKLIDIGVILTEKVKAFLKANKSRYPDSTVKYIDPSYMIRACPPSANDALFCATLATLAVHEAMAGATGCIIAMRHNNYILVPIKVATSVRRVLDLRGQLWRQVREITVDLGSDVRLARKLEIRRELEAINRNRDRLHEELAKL
#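 Activity is normalized to no-enzyme wells (full inhibition) and 1.25 nM enzyme wells (no inhibition). Reaction: 0.5 mM F6P, 0.1 mM ATP, 45 min RT, ADP-Glo luminescence; concentration-response curves fitted and classed by quality.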
# TSG101-PTAP inh: blocks PTAP/TSG101 interaction to inhibit HIV-1 budding; Fluorescence polarization, FITC-PTAP peptide / Tsg101 binding; 340,000 tested, under 10 active; Q99816; Potency, µM (doses to about 115 µM), without a hit: at the highest dose activity change, negative = inhibition, usual class: inhibitors; active = well fitted inhibition curve with a large enough effect in the main read-out, with a control signal flat, not every such curve was filed as active; inconclusive = small, poorly fitted or top-dose-only effect, or effect the other way, or a change in a side signal; inactive = no such curve, though single readings can be large or run the other way; note: potency is the fitted concentration of half-maximal effect; % of control where 0% means no effect
#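 Compounds were pin-transferred onto Tsg101 binding domain (10 uM final) in HEPES pH 7.5 buffer, then FITC-PTAP peptide was added at 50 nM final. After 20 min at RT, polarization reported peptide displacement across a qHTS concentration series.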
# An asterisk follows results filed as active; ? = inconclusive; / = no result given; [ ] = dose if it differs, or a comment. Unless noted, calls come from the whole dose curve; as a rule, active = well fitted curve in the direction sought with a large enough effect; inconclusive = small, poorly fitted or top-dose-only effect, or another doubt; inactive = no such curve, though single readings can be large; an effect the other way counts as inactive or inconclusive.
mol,Mito fusion yeast,Integrin act MD,AT treatment,ELG1 DNA repair,ASM inhibitor,Chronic BCR inh,TCR activator,TSHR antag,Eya2 inh,Tb PFK inh,TSG101-PTAP inh
Cc1nn(Cc2ccccc2)c2c1C(c1ccco1)C(C#N)=C(N)O2 (centres undefined),-1%,3%,-10%,11%,0%,1%,-2%,-1,15%,-6%,-2%
O=C(CSc1nnc(Cc2ccccc2)o1)NCCN1C(=O)CSC1=O,-5%,18%,0%,7%,-1%,-3%,-3%,8,-8%,0%,-5%
COc1ccccc1NC(=O)CSc1nnnn1C,0%,17%,-3%,0%,-1%,5%,2%,1,-8%,1%,-1%
CC(=O)c1c(C(C)=O)c(C)n(-c2ccc(N)c(C)c2)c1C,-10%,-32%,-7%,-9%,-1%,9%,16%,7,0%,3%,-8%
OC(c1ccccc1)(c1ccccc1)c1ccn[nH]1,-4%,-2%,3%,6%,1%,-3%,3%,6,-11%,5%,-2%
Nn1c(SCC(=O)Nc2ccc3c(c2)OCO3)nnc1C(F)(F)F,1%,-45%,-2%,10%,-2%,1%,0%,30,5%,4%,-3%
CCOc1cc(N2CCOCC2)c(OCC)cc1NC(=O)COC(=O)c1cccc2ccccc12,-6%,23%,-2%,-17%,-6%,4%,-9%[46.1 µM],-3,-1%,-10%,-6%
CSc1ccc(/C=C(/NC(=O)c2ccccc2)C(=O)NCCN2CCOCC2)cc1,0%,-4%,0%,-2%,-1%,4%,0%,8,-3%,-4%,0%
COc1cc(OC)cc(C(=O)NCCCN2CCOCC2)c1,-3%,3%,2%,14%,0%,?,-2%[46.1 µM],0,10%,4%,-5%
COc1ccc(C(=O)NC2CCCc3ccccc32)cc1[N+](=O)[O-] (centres undefined),6%,-14%,13%,-22%,-2%,?,4%,-3,-9%,-4%,0%
COc1ccc(Cl)cc1NC(=O)CCN1CCN(c2ccccc2C)CC1,0%,-11%,-1%,0%,3%,1%,-4%,6,9%,2%,-1%
Cc1ccc(NC(=O)CN(C)C(=O)COC(=O)C2=COCCO2)cc1,-4%,7%,4%,6%,1%,-3%,-8%,-2,8%,0%,-3%
O=C(O)Cc1sc(NC2CCCCC2)nc1-c1ccc(Cl)cc1,-18%,-18%,-6%,14%,6%,1%,4%,-8,-1%,-8%,-1%
CCCN(C(=O)CSc1nnnn1-c1ccccc1OC)C1CCS(=O)(=O)C1 (centres undefined),0%,5%,-4%,2%,2%,1%,3%,23,-9%,-2%,-5%
CC1Cc2cc(/C(O)=C3/C(=O)C(=O)N(CCCn4ccnc4)C3c3ccc(Br)cc3)ccc2O1 (centres undefined),1%,2%,-12%,12%,-1%,0%,9%,3,1%,-3%,2%
S=c1[nH]nc(-c2cc(-c3ccccc3)n[nH]2)n1/N=C/c1cccc(Cl)c1,3%,?,0%,?,-15%,2%,-1%,-9,-7%,-14%,-2%
O=C(Cn1nc(-c2ccc(Cl)cc2)c2ccccc2c1=O)Nc1cccnc1,3%,-18%,-3%,?,-13%,5%,1%,5,-2%,-4%,-5%
COC(=O)c1cccc(NC(=O)CSc2nnc(C)n2C)c1,0%,-18%,2%,1%,-2%,-5%,6%,13,3%,-6%,-2%
CN(C)c1nc(NC(C)(C)C)nc(SCC(=O)Nc2ccccc2)n1,-3%,-22%,1%,?,-2%,?,1%,7,-8%,3%,-4%
CCc1nn(-c2cc(Oc3cccc4ccccc34)nc(-c3ccccc3)n2)c(N)c1C#N,1%,12%,0%,?,0%,4%,-3%,-7,-33%,-3%,-5%
CN(C)/C=N/C(=S)Nc1ccc(Cl)cc1Cl,3%,-14%,3%,?,-2%,-1%,-2%,3,-1%,-3%,2%
CCCOc1ccc(C2C(C(=O)c3cc4ccccc4o3)=C(O)C(=O)N2c2cc(C)on2)cc1OC (centres undefined),-10%,-22%,-5%,-8%,7%,0%,-5%,31,-6%,-2%,-14%
CCOc1ccc(N2C(=O)C3C4C=CC(CC4)C3C2=O)c([N+](=O)[O-])c1 (centres undefined),-6%,0%,1%,3%,1%,1%,-3%,-4,4%,-1%,1%
Cc1[nH]c2c(C)cccc2c(=O)c1CN1CCCCCC1,-4%,-35%,10%,-2%,2%,0%,7%,5,-7%,5%,-3%
COc1ccc(C(=O)Nc2ccc(-c3nnn(CC(=O)N4CCN(C(=O)c5ccco5)CC4)n3)cc2)cc1,-8%,26%,-3%,?,-1%,-6%,-7%,-3,11%,9%,-1%
COc1ccc(OC)c(C(=O)COC(=O)c2ccc(C)o2)c1,6%,13%,9%,5%,1%,-5%,4%,16,-5%,2%,-5%
Cc1ccccc1NNC(=O)C(=O)NNc1ccccc1C,-1%,19%,-7%,?,0%,-29%,1%,14,9%,-1%,-10%
Cc1ccc(Nc2nc(N)c([N+](=O)[O-])c(NCCO)n2)cc1,1%,-58%[inhibitor],9%,?,?,?,4%,10,22%,1%,-14%
CCC(C(=O)OC)n1cnc2c(nnn2-c2cccc(Cl)c2)c1=O (centres undefined),6%,13%,-18%,-7%,1%,3%,-3%,-10,-2%,4%,-1%
CCCCCN(C(=O)CCC(=O)OCC(=O)N(CC#N)c1ccccc1)c1c(N)n(CCCC)c(=O)[nH]c1=O,-7%,4%,-3%,7%,2%,-2%,2%,10,25%,8%,1%

# The results go on.
mol,Mito fusion yeast,Integrin act MD,AT treatment,ELG1 DNA repair,ASM inhibitor,Chronic BCR inh,TCR activator,TSHR antag,Eya2 inh,Tb PFK inh,TSG101-PTAP inh
COC(=O)c1ccc(Nc2cc(C)nc3ncnn23)cc1,-6%,18%,1%,?,2%,-18%,/,-7,9%,-1%,-4%
CC(=O)Nc1ccc(NC(=O)c2sc3nc4c(c(-c5ccc(C)cc5)c3c2N)CCC4)cc1,0%,4%,7%,?,/,9%,6%,-10,-4%,-1%,-2%
O=C(NCCN1CCN(C(=O)c2cccc(Br)c2)CC1)C(=O)NCc1ccccc1,5%,8%,-1%,-21%,2%,-2%,2%,4,10%,5%,-2%
CCOc1ccc(-c2nc3n(c(=O)c2C#N)CCCS3)cc1,1%,-2%,4%,25%,-2%,6%,7%,-10,5%,2%,-2%
COc1ccc2cc(CN(Cc3cccs3)Cc3nnnn3Cc3ccccc3)c(=O)[nH]c2c1,15%,7%,3%,?,-13%,?,-3%[46.1 µM],-4,-1%,0%,-1%
O=C1CC(c2ccco2)CC(O)=C1C=NCC1NCCc2ccccc21 (centres undefined),0%,4%,1%,-1%,3%,-16%,3%[46.1 µM],-2,10%,1%,-8%
Cc1ccc(-n2c(C)c(C)c3c(NCCN(C)C)ncnc32)cc1,-10%,-24%,-11%,15%,-1%,?,-1%,-3,5%,1%,-1%
O=C(c1cccc(S(=O)(=O)N2CCN(c3ccccc3)CC2)c1)N1CCCCCCC1,?,-30%,-2%,-25%,/,-2%,-1%,5,5%,-1%,-4%
CCOC(=O)Nc1cccc(NC(=O)c2cc(OC)cc(OC)c2)c1,-4%,13%,-2%,15µM*,-4%,?,0%[46.1 µM],-8,0%,-1%,-11%
CNC(=O)c1c(C)noc1C,-5%,3%,1%,16%,0%,12%,-3%,2,10%,-2%,-2%
CC(C)c1ccc(Nc2cnn(C34CC5CC(CC(CC(=O)O)(C5)C3)C4)c(=O)c2Cl)cc1,-1%,-7%,4%,0%,0%,?,-5%,0,-15%,-4%,1%
O=C(NCC1CCCO1)c1nn2c(C(F)(F)F)cc(-c3cc(Br)cs3)nc2c1Br (centres undefined),4%,25%,5%,12%,6%,7%,4%,1,17%,-9%,9%
CN(C(=O)CSc1nnc(-c2ccco2)o1)C1CCCCC1,-2%,-10%,-5%,?,2%,1%,2%,-3,0%,-3%,-3%

# Screening data: PubChem BioAssay, National Center for Advancing Translational Sciences (NCATS)
